From PubChem
GSK3B inh: inhibitors of human GSK3beta kinase; 0.038% of 300,000 active; GST-GSK3beta kinase, ADP-Glo luminescence, 60 min; active compounds read low; activity score (negative = inhibition), % at 10 µM;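 active = more than half of replicate wells score below -50%, meaning over 50% inhibition versus plate controls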;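 note: 0% = median DMSO wells and -100% = median GW8510 positive control wells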
Target sequence (P49841 whole entry, looked up): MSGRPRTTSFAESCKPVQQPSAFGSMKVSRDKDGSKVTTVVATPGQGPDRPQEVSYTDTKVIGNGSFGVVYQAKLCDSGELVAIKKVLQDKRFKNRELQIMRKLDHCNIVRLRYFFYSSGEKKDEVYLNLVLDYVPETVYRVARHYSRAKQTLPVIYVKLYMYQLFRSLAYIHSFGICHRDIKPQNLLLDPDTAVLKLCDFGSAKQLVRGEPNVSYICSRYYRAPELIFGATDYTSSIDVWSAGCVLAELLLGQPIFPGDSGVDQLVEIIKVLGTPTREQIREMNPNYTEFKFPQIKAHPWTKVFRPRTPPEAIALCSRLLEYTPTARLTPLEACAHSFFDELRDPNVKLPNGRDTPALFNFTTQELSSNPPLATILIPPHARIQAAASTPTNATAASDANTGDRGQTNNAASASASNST
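Test system: GST-fused GSK3beta enzyme, cell-free | Quantity: 1.6 ng GST-GSK3beta enzyme per well | Reagent: 25 µM ATP with peptide substrate | Schedule: 60 min enzyme reaction, room temperature | Signal: Luminescent ADP-Glo measurement of ADP formed | Read-out basis: Score relative to plate controls | Control set: DMSO and 20 µM GW8510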
Dyrk1A ADPGlo: Dyrk1A (rat) kinase inhibition. Q63470. ADP-Glo luminescence, NFATc1 peptide. 0.43% of 310,000 active. inhibition, % at 12.5 µM; in the data active = inhibition above about 50%;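 note: plate controls were vehicle with enzyme for no effect and no enzyme for full effect; many of its hits are not listed in these tables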
HSP90 refold inh: inhibitors of HSP90 luciferase refolding in rabbit reticulocyte lysate. luciferase refolding luminescence, 3 h. inhibition, % at 5.6 µM. 0.91% of 290,000 active. AID 1789;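 active = inhibition above the screen-wide mean plus 3 SD, computed separately per campaign, cut at about 16% in these data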;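 note: 0% = DMSO wells and 100% = 60 µM geldanamycin wells; inhibitors lower the luminescence because luciferase stays unfolded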
HSF-1 act: increases HSF-1 driven luciferase reporter signal; activation, % at 9 µM; 1.7% of 300,000 active; NIH3T3-HGL HSF-1 luciferase reporter, MG132, 8 h; 100% = twice DMSO control signal;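 active = mean replicate activation of at least 50% with a set share of replicates each reaching 50%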;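 note: 0% = median of the neutral control wells and 100% = twice that signal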
AI-2 QS modul: modulates the Vibrio harveyi AI-2 quorum sensing system. 0.4% of 300,000 active. AID 2094. activity change, % at 7.5 µM. Vibrio harveyi JMH597 AI-2 luminescence/OD600 ratio, 9 h; active compounds read low; strain lacks LuxN and CqsS sensors; 0 = neutral-control median; in the data active = activity change below about -75%, passing the limit was not always enough;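 note: luminescence divided by OD600 gain over 9 h not by final OD600 alone; inactives centre near 13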
PolyA inhibitor: inhibitors of polyadenylation in S. cerevisiae; calls only at 12 µM; 0.02% of 300,000 active; S. cerevisiae SKY197-pL101 polyadenylation reporter, beta-gal luminescence; efflux-impaired pdr1/pdr3 knockout yeast; score 100 = 6 SD above DMSO;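 active = lowest replicate activity score at least 50, where 100 means six control SD above control mean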;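 note: yeast exposed to compound for 9 h at 30 °C; higher score means more reporter readthrough which indicates perturbed polyadenylation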
HDAC3 inhib: inhibitors of human histone deacetylase 3; O15379; recombinant HDAC3, fluorogenic peptide/trypsin coupled, fluorescence; inhibition, % at 8.3 µM; 0.15% of 320,000 active; in the data active = inhibition above about 26%, passing the limit was not always enough
Platelet DG rel: modulates dense granule release in human platelets; 0.22% of 300,000 active; human platelet-rich plasma, SFLLRN dense granule ATP release, luminescence; inhibition, %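 (compounds screened at 7.5 µM in platelet-rich plasma)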;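 active = mean replicate score, as percent of positive control, at or above 50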
GSK3A inh: human GSK-3 alpha kinase inhibition; P49840; ADP-Glo luminescence, 60 min; inhibition, % at 10 µM; 0.1% of 320,000 active; AID 2650;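 in the data active = inhibition above about 50%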;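 note: GST-tagged GSK-3 alpha with peptide substrate and 25 µM ATP; 0% = DMSO neutral wells and 100% = GW8510 positive control wells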
Target sequence (P49840 whole entry, looked up): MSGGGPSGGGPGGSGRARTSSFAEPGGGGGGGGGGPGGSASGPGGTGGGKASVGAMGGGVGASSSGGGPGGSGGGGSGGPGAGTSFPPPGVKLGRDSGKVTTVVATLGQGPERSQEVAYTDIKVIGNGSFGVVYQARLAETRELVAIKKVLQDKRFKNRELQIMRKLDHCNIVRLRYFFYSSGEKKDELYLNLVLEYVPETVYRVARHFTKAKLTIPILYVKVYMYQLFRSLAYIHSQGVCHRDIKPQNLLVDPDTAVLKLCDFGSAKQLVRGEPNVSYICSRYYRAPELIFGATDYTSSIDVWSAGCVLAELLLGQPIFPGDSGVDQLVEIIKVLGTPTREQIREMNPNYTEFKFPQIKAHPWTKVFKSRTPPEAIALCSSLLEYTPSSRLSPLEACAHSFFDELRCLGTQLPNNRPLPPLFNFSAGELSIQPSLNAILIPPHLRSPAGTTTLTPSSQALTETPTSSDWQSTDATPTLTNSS
HSF1 inhib: HSF1 inhibition | NIH3T3-HGL HSE-luciferase, MG132-induced, luminescence 8 h; active compounds read low | AID 2098 | 0.77% of 300,000 active | activity change, negative = inhibition, % at 7.5 µM (by protocol);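 active = more than half of replicate wells show activity change below -50%, luminescence cut by over half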;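 note: luciferase reports HSF-1 transcriptional activity via heat shock element; 0% = median of DMSO wells and -100% = zero luminescence signal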
Active calls of the source: *. A portion of the library (hit frequency here may not be typical).

Results for COC(=O)C1=C(c2ccccc2)C[C@@H]2CC[C@H]1N2C(=O)NC(C)C ?
GSK3B inh: 8; Dyrk1A ADPGlo: 13; HSF-1 act: 0; AI-2 QS modul: 23; PolyA inhibitor: inactive; HDAC3 inhib: 1; Platelet DG rel: -4; GSK3A inh: 2; HSF1 inhib: 1

How did O=c1[nH]c(=S)n(Cc2ccc(F)cc2)c(O)c1/C=N/N1CCCCC1 do in these assays?
GSK3B inh: -2; Dyrk1A ADPGlo: -2; HSP90 refold inh: 4; HSF-1 act: 16; AI-2 QS modul: 2; PolyA inhibitor: inactive; HDAC3 inhib: 4; Platelet DG rel: 7; GSK3A inh: 1; HSF1 inhib: -2

Results for CC(=NCc1ccco1)c1c(O)n(-c2ccc(C)cc2)c(=O)[nH]c1=O ?
GSK3B inh: 6; Dyrk1A ADPGlo: 2; HSP90 refold inh: -2; HSF-1 act: 6; AI-2 QS modul: 11; PolyA inhibitor: inactive; HDAC3 inhib: 3; Platelet DG rel: 0; GSK3A inh: 3; HSF1 inhib: 3

What do the screens show for `COC(=O)c1cn(C(=O)c2cccc3ccccc23)c2ccccc12`?
GSK3B inh: -1; HSP90 refold inh: -3; HSF-1 act: -10; AI-2 QS modul: 5; PolyA inhibitor: inactive; HDAC3 inhib: -1; Platelet DG rel: -2; GSK3A inh: -3; HSF1 inhib: -7

How did CN(Cc1ccccc1)Cc1ccccc1OC(=O)N(C)C do in these assays?
GSK3B inh: 3; Dyrk1A ADPGlo: 1; HSP90 refold inh: -3; HSF-1 act: -14; AI-2 QS modul: 19; PolyA inhibitor: inactive; HDAC3 inhib: 10; Platelet DG rel: 1; GSK3A inh: -2; HSF1 inhib: -12

Results for COc1ccc(N2C(=O)/C(=C/c3ccc(C)o3)C(=O)NC2=S)cc1 ?
GSK3B inh: 1; Dyrk1A ADPGlo: 0; HSP90 refold inh: 1; HSF-1 act: 8; AI-2 QS modul: 27; PolyA inhibitor: inactive; Platelet DG rel: 5; HSF1 inhib: -1

How did CNC(C)Cc1ccccc1Sc1ccc(O)cc1 (stereo not given) do in these assays?
GSK3B inh: -3; Dyrk1A ADPGlo: 4; HSP90 refold inh: 1; HSF-1 act: -15; AI-2 QS modul: -4; PolyA inhibitor: inactive; HDAC3 inhib: -1; Platelet DG rel: 3; GSK3A inh: -1; HSF1 inhib: -5

What do the screens show for `Cc1ccc(C)c(NC(=O)CSc2nnc([C@@H](N)Cc3c[nH]c4ccccc34)o2)c1`?
GSK3B inh: -1; Dyrk1A ADPGlo: -7; HSF-1 act: 13; AI-2 QS modul: 32; PolyA inhibitor: inactive; HDAC3 inhib: 3; Platelet DG rel: 11; GSK3A inh: -1; HSF1 inhib: 3

How did O=C1NC(=O)N(Cc2ccccc2)C(=O)/C1=C/C=C/c1ccco1 do in these assays?
GSK3B inh: 2; Dyrk1A ADPGlo: -3; HSP90 refold inh: 2; HSF-1 act: -1; AI-2 QS modul: 1; PolyA inhibitor: inactive; HDAC3 inhib: 5; Platelet DG rel: 0; GSK3A inh: -4; HSF1 inhib: 4

What do the screens show for `Cc1nc2ccc(Cl)cn2c1P(=S)(N1CCOCC1)N1CCOCC1`?
GSK3B inh: 2; Dyrk1A ADPGlo: 3; HSP90 refold inh: 3; HSF-1 act: 1; AI-2 QS modul: 19; PolyA inhibitor: inactive; HDAC3 inhib: -4; Platelet DG rel: -15; GSK3A inh: 1; HSF1 inhib: -3

How did CC#CP(=O)(OCC)C(O)(c1ccccc1)C(F)(F)F (stereo not given) do in these assays?
GSK3B inh: 1; Dyrk1A ADPGlo: -3; HSP90 refold inh: -2; HSF-1 act: -9; AI-2 QS modul: 14; PolyA inhibitor: inactive; HDAC3 inhib: -2; Platelet DG rel: 13; GSK3A inh: 0; HSF1 inhib: -1

What do the screens show for `CCC(=NCc1cccnc1)c1c(O)n(C2CCCCC2)c(=O)[nH]c1=O`?
GSK3B inh: -4; Dyrk1A ADPGlo: 12; HSP90 refold inh: 1; HSF-1 act: 7; AI-2 QS modul: 7; PolyA inhibitor: inactive; HDAC3 inhib: 4; Platelet DG rel: 8; GSK3A inh: 27; HSF1 inhib: -8

Results for CCCCCn1c(=O)c(C(=O)NCc2ccccc2Cl)c(O)c2ccccc21 ?
GSK3B inh: 2; Dyrk1A ADPGlo: 5; HSP90 refold inh: 1; HSF-1 act: -3; AI-2 QS modul: 35; PolyA inhibitor: inactive; HDAC3 inhib: 2; Platelet DG rel: 0; GSK3A inh: -1; HSF1 inhib: 4

Results for O=c1cccc2n1CC1CC2CN(C(c2ccccc2)c2sc3ncnn3c2O)C1 (stereo not given) ?
GSK3B inh: 1; Dyrk1A ADPGlo: -2; HSP90 refold inh: 1; HSF-1 act: -5; AI-2 QS modul: 9; PolyA inhibitor: inactive; HDAC3 inhib: 2; Platelet DG rel: -1; GSK3A inh: -1; HSF1 inhib: -2

How did CCOC(=O)[C@]1(C#N)[C@@H]2C=CC(C(C)=O)=CN2[C@@H](C(N)=O)[C@@H]1c1ccsc1 do in these assays?
GSK3B inh: 0; Dyrk1A ADPGlo: -3; HSP90 refold inh: 1; HSF-1 act: -9; AI-2 QS modul: 2; PolyA inhibitor: inactive; HDAC3 inhib: 1; Platelet DG rel: -3; GSK3A inh: 3; HSF1 inhib: 2

What do the screens show for `O=C1NC(=O)N(c2ccccc2F)C(=O)/C1=C/c1ccc(Oc2ccc([N+](=O)[O-])cn2)cc1`?
GSK3B inh: 3; Dyrk1A ADPGlo: 4; HSP90 refold inh: 3; HSF-1 act: -1; AI-2 QS modul: 21; PolyA inhibitor: inactive; HDAC3 inhib: 6; Platelet DG rel: 4; GSK3A inh: -4; HSF1 inhib: -5

What do the screens show for `Cc1ccc(S(=O)(=O)NCC2CCC(C(=O)N3CCC4(CC3)OCCO4)CC2)cc1` (stereo not given)?
GSK3B inh: 3; Dyrk1A ADPGlo: -4; HSP90 refold inh: 2; HSF-1 act: 6; AI-2 QS modul: 2; PolyA inhibitor: inactive; HDAC3 inhib: -4; Platelet DG rel: 4; GSK3A inh: -2; HSF1 inhib: -5

What do the screens show for `O=C(COc1ccc(Cl)cc1)N1CCN(Cc2ccc([N+](=O)[O-])cc2)CC1`?
GSK3B inh: 0; Dyrk1A ADPGlo: -3; HSP90 refold inh: 4; HSF-1 act: -8; AI-2 QS modul: 18; PolyA inhibitor: inactive; HDAC3 inhib: 2; Platelet DG rel: -1; GSK3A inh: -3; HSF1 inhib: -6

Results for COc1ccc(C(=O)C2CCCN(Cc3ccsc3)C2)cc1OC (stereo not given) ?
GSK3B inh: 0; Dyrk1A ADPGlo: 1; HSP90 refold inh: -5; HSF-1 act: -20; AI-2 QS modul: 9; PolyA inhibitor: inactive; Platelet DG rel: -6; GSK3A inh: -1; HSF1 inhib: -7

How did O=c1[nH]c(=O)n(Cc2ccccc2)c(O)c1C=NCCCn1ccnc1 do in these assays?
GSK3B inh: -6; Dyrk1A ADPGlo: -8; HSP90 refold inh: 3; HSF-1 act: 8; AI-2 QS modul: 20; PolyA inhibitor: inactive; HDAC3 inhib: 0; Platelet DG rel: -6; GSK3A inh: 24; HSF1 inhib: 0

How did O=C(O)CCC(=O)NCCC1=c2ccccc2=N/C1=C\c1c(O)n(Cc2ccc(F)cc2)c(=S)[nH]c1=O do in these assays?
GSK3B inh: 13; Dyrk1A ADPGlo: -2; HSP90 refold inh: 4; HSF-1 act: 14; AI-2 QS modul: 38; PolyA inhibitor: inactive; HDAC3 inhib: -1; Platelet DG rel: -2; GSK3A inh: -4; HSF1 inhib: 1

What do the screens show for `Cc1cccc(N=Nc2ccc(N(C)C)cc2)c1`?
GSK3B inh: -1; Dyrk1A ADPGlo: 3; HSP90 refold inh: -2; HSF-1 act: 34; AI-2 QS modul: 27; PolyA inhibitor: inactive; HDAC3 inhib: 7; Platelet DG rel: 3; GSK3A inh: -1; HSF1 inhib: 5

How did CCCCCCN=Cc1c(O)n(C)c(=O)n(C)c1=O do in these assays?
GSK3B inh: -3; Dyrk1A ADPGlo: -8; HSP90 refold inh: 0; HSF-1 act: -5; AI-2 QS modul: 14; HDAC3 inhib: 3; Platelet DG rel: -1; GSK3A inh: 7; HSF1 inhib: 1

Results for O=c1c2ccccc2nc(/C=C/c2ccccc2F)n1-c1ccccc1O ?
GSK3B inh: -6; Dyrk1A ADPGlo: 2; HSP90 refold inh: 0; HSF-1 act: 33; AI-2 QS modul: 19; PolyA inhibitor: inactive; HDAC3 inhib: -3; Platelet DG rel: -1; GSK3A inh: 0; HSF1 inhib: 19

How did CC(=NCCN1CCCCC1)c1c(O)[nH]c(=O)[nH]c1=O do in these assays?
GSK3B inh: -4; Dyrk1A ADPGlo: 1; HSP90 refold inh: 0; HSF-1 act: 1; AI-2 QS modul: 16; PolyA inhibitor: inactive; HDAC3 inhib: 4; Platelet DG rel: 9; GSK3A inh: 4; HSF1 inhib: 1

What do the screens show for `CC/C(=N\Nc1ccccc1)c1c(O)n(C)c(=O)n(C)c1=O`?
GSK3B inh: -1; Dyrk1A ADPGlo: -3; HSP90 refold inh: -7; HSF-1 act: -9; AI-2 QS modul: 10; PolyA inhibitor: inactive; HDAC3 inhib: 8; Platelet DG rel: -5; GSK3A inh: 0; HSF1 inhib: -3

How did Cc1ccc(-n2nc(C)cc2NC(=O)COc2cc(C)cc3oc(=O)c4c(c23)CCC4)cc1 do in these assays?
GSK3B inh: 11; Dyrk1A ADPGlo: -4; HSP90 refold inh: -3; HSF-1 act: 19; AI-2 QS modul: 21; PolyA inhibitor: inactive; HDAC3 inhib: 2; Platelet DG rel: 0; GSK3A inh: -1; HSF1 inhib: 8

How did CN(C)P(=O)(NC(=O)c1cccn1C)N(C)C do in these assays?
GSK3B inh: 2; Dyrk1A ADPGlo: -7; HSP90 refold inh: 2; HSF-1 act: 3; AI-2 QS modul: 20; PolyA inhibitor: inactive; HDAC3 inhib: 3; Platelet DG rel: 2; GSK3A inh: 9; HSF1 inhib: -2

What do the screens show for `O=C(c1cccc2ccccc12)C1CCCN(Cc2ccon2)C1` (stereo not given)?
GSK3B inh: -2; Dyrk1A ADPGlo: -2; HSP90 refold inh: 1; HSF-1 act: -4; AI-2 QS modul: 12; PolyA inhibitor: inactive; HDAC3 inhib: 6; Platelet DG rel: 4; GSK3A inh: -2; HSF1 inhib: 4

What do the screens show for `CC1CCCCN1CC(O)c1c[nH]c2ccccc12` (stereo not given)?
GSK3B inh: 0; Dyrk1A ADPGlo: -1; HSP90 refold inh: 0; HSF-1 act: 0; AI-2 QS modul: 14; PolyA inhibitor: inactive; HDAC3 inhib: 3; Platelet DG rel: -3; GSK3A inh: 3; HSF1 inhib: -3

Results for O=c1[nH]c(=S)[nH]c(O)c1N=Nc1cc2c(cc1[N+](=O)[O-])OCO2 ?
GSK3B inh: -6; Dyrk1A ADPGlo: 0; HSP90 refold inh: 2; HSF-1 act: 31; AI-2 QS modul: 20; PolyA inhibitor: inactive; HDAC3 inhib: -76; Platelet DG rel: 4; GSK3A inh: 2; HSF1 inhib: 35
